D1 antagonist – blocks dopamine activation of the human D1 receptor; HEK293 TREx D1 cells, calcium flux, dopamine EC80; active compounds read low; activity change, negative = inhibition, % at 10 µM; hit rate 3.2% among 360,000; AID 504652; in the data active = activity change below about -30%; also: % is scaled to controls: 0 for no effect and ±100 for the full control effect
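Using tetracycline-induced force-coupled D1 Hek293 cells and a calcium dye, signals were followed for 180 s after compound, then for 180 s after EC80 dopamine, to detect inhibitors.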
RXFP1 antag – blocks the human relaxin receptor RXFP1; activity change, negative = inhibition, % at 57.5 µM; HEK293-RXFP1, relaxin-stimulated cAMP HTRF, 30 min; active compounds read low; Q9HBX9; hit rate 0.59% among 350,000;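 active = activity change of -60% or lower, but not beyond a set lower limit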; also: % is scaled to controls: 0 for no effect and ±100 for the full control effect
D1 agonist – agonists of human D1 dopamine receptor. activation, % at 2 µM. P21728. HEK293 T-REx D1 cells, calcium flux, agonist mode. hit rate 1% among 360,000; also: 0% is about no effect
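Inducible HEK293 T-REx D1 cells, force-coupled to calcium signalling, were plated at 4000 cells/well with tetracycline and held overnight at 30 C. After no-wash calcium dye loading, compound-evoked calcium rise over 180 s flagged agonists.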
TRHR agonist – agonists of human TRH receptor; P34981; hit rate 0.18% among 360,000; TRHR cells, calcium flux fluo-8, FDSS agonist mode; AID 493084; activation, % at 2 µM; also: 0% is about no effect
Target sequence (P34981 whole entry, looked up): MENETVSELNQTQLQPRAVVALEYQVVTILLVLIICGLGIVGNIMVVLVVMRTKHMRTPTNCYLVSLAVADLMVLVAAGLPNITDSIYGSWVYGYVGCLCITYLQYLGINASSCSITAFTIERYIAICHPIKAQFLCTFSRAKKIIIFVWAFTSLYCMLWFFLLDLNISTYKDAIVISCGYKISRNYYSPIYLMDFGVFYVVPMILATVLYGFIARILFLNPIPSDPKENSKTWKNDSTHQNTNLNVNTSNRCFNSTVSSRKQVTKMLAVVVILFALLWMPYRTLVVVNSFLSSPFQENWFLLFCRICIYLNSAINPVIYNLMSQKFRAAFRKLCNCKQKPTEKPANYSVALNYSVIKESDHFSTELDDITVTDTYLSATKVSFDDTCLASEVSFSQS
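Steps: seed TRHR cells overnight; add fluo-8 no-wash Ca dye, RT 30 min–1.5 h; record 10 s baseline; pin-transfer compounds; monitor fluorescence 1 cycle/s for the agonist window. Calcium increases flag candidate agonists.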
D2 agonist – D2 dopamine receptor (human) agonism; P14416; hit rate 0.53% among 340,000; HEK293 T-REx D2 cells, calcium flux agonist mode; activation, % at 2 µM;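 active = activation over 3 SD above normal in the single-dose calcium agonist read, cut at about 30% in these data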; also: 0% is about no effect
Target sequence (P14416 whole entry, looked up): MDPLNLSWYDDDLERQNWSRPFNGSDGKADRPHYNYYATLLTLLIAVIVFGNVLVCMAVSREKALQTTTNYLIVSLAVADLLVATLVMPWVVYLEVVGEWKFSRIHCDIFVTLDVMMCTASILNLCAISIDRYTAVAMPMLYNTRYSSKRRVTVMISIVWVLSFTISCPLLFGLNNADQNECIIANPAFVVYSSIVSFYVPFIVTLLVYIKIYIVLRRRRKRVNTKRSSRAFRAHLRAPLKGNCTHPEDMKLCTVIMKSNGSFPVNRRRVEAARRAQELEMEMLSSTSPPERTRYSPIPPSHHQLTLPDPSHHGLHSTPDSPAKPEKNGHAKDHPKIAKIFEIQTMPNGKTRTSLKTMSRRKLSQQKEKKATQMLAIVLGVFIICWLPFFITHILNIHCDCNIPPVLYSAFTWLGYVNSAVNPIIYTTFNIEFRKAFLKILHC
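Tetracycline-induced HEK293 Trex cells with D2 receptor force-coupled to calcium signaling, plated overnight at 30 C and loaded with no-wash calcium dye. Calcium flux read kinetically for 180 s after compound addition; responses flag agonists.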
TRHR PAM – allosteric enhancers of human TRH receptor; P34981; TRHR cells, fluo-8 calcium fluorescence, EC20 TRH enhancement; enhancement, % at 2 µM; hit rate 0.66% among 360,000; in the data active = enhancement above about 30%; also: 0% is about no effect
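TRHR-expressing cells loaded with fluo-8 calcium dye were read kinetically (ex 480/em 530) during compound addition, then stimulated with an EC20 of TRH (10 nM final). Enhancement of the Gq-mediated intracellular calcium response was scored.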
D2 antagonist – antagonizes the human D2 dopamine receptor. inhibition, % at 10 µM. P14416. HEK293 TREx D2 cells, calcium flux, dopamine EC80. hit rate 2% among 340,000. AID 485344; in the data active = inhibition above about 30%; also: 0% is about no effect
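Dopamine at EC80 is the agonist stimulus; test compounds precede it by 180 s. Calcium flux read kinetically in a force-coupled, inducible HEK293 T-REx D2 cell line.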
D1 PAM – enhances dopamine response at the human D1 receptor | P21728 | HEK293 TREx D1 cells, calcium flux, dopamine EC20 potentiation | potentiation, % at 10 µM | hit rate 0.036% among 360,000; in the data active = potentiation above about 30%; also: 0% is about no effect
D2 PAM – D2 dopamine receptor (human) potentiation; P14416; HEK293 T-REx D2, calcium flux, EC20 dopamine potentiation; potentiation, % at 10 µM; hit rate 0.34% among 340,000; AID 485347;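 active = potentiation over 3 SD above the plate norm, cut at about 30% in these data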; also: 0% is about no effect
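Calcium flux readout, no-wash dye, 1 read/s. Inducible HEK293 Trex D2 line, overnight 30 C. Compound alone 180 s (agonist flags), then EC20 dopamine, another 180 s to score potentiation.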
* marks the source's active call; other numbers are inactive results; · = no result given. Rule as the data show it, unless noted: active = activation above about 30%; inactive = the rest.

SMILES | TRHR PAM | RXFP1 antag | D2 antagonist | D1 PAM | TRHR agonist | D2 agonist | D2 PAM | D1 antagonist | D1 agonist
CCOC(=O)COc1ccc(C(c2c(C)[nH][nH]c2=O)c2c(C)[nH][nH]c2=O)cc1 | 1 | 11 | 9 | -3 | 0.3 | -0.3 | -1 | -2 | 4
O=C(CSCCO)Nc1cccc2ccccc12 | -4 | -6 | -6 | -1 | 0.2 | -0.2 | -3 | -9 | 1
CCN1CCN(C(=O)CCS(=O)(=O)c2cc3c(cc2Cl)NC(=O)CO3)CC1 | 2 | 6 | · | -6 | 0.3 | · | · | -15 | 1
CCOC(=O)c1[nH]c(C)c(C(=O)OCCN2C(=O)c3ccccc3C2=O)c1C | -16 | -9 | 6 | -3 | 0.3 | 0.6 | 8 | -13 | 2
COc1cccc(-c2ocnc2C(=O)Nc2ccc3c(c2)CCC3)c1 | 3 | 14 | · | 0 | 0.9 | · | · | -4 | 8
O=C(COc1ccc(S(=O)(=O)N2CCOCC2)cc1Cl)N1CCCC1 | 18 | -14 | -10 | -8 | -0.9 | -0.6 | 12 | -7 | 4
COc1ccc(/C=N/NC(=O)C2(C)NC(C)(C)Cc3ccccc32)cc1 (configuration not stated) | -4 | -13 | -15 | 4 | 0.0 | -0.8 | -1 | -1 | 1
O=C1NCCN1C(=O)N(c1ccccc1)c1ccccc1 | 1 | -18 | 9 | -2 | 0.0 | 0.8 | -5 | 11 | 1
CCOc1ccc(CNC(=O)c2nnc(CS(=O)(=O)c3ccccc3)o2)cc1OC | 0 | -19 | 16 | 5 | 0.3 | 0.2 | 1 | -4 | 8
O=C(O)c1cnn(-c2nc(-c3cccc(F)c3)cs2)c1C(F)(F)F | 3 | 17 | 1 | 1 | -0.8 | 1.2 | -2 | 5 | 0

The final 2 entries of the part before come first, to join the parts:
SMILES | TRHR PAM | RXFP1 antag | D2 antagonist | D1 PAM | TRHR agonist | D2 agonist | D2 PAM | D1 antagonist | D1 agonist
CCOc1ccc(CNC(=O)c2nnc(CS(=O)(=O)c3ccccc3)o2)cc1OC | 0 | -19 | 16 | 5 | 0.3 | 0.2 | 1 | -4 | 8
O=C(O)c1cnn(-c2nc(-c3cccc(F)c3)cs2)c1C(F)(F)F | 3 | 17 | 1 | 1 | -0.8 | 1.2 | -2 | 5 | 0
COc1ccc(-c2ccc(NS(=O)(=O)c3ccc(C(C)=O)cc3)cc2)nn1 | 2 | -7 | · | -2 | 0.6 | · | 4 | -13 | 5
O=C(NC(=S)NCc1ccccc1)c1cccs1 | -1 | 2 | -3 | -6 | 0.4 | -1.1 | -5 | 1 | 3
C/C(Cl)=C\Cn1c(NCCCn2ccnc2)nc2c1c(=O)n(C)c(=O)n2C | 1 | -11 | 7 | 13 | -0.1 | 0.2 | 22 | -1 | 2
CCN(CC(=O)Nc1ccccc1OC)C(=O)CN1C(=O)NC(C)(c2ccccc2)C1=O (configuration not stated) | 8 | -6 | -48 | · | 0.0 | 0.9 | 7 | 2 | 3
O=C1CC(c2nc3ccccc3[nH]2)CN1c1cccc(C(F)(F)F)c1 (configuration not stated) | 1 | · | 33* | -4 | 1.7 | 1.4 | -5 | 2 | 2
Cc1cccc(NC(=O)CCNC(=O)c2ccccc2)c1 | -1 | -9 | 35* | -1 | -1.7 | -3.6 | 6 | -2 | 1
COc1ccc(Cn2c(C(=O)O)c(CNCc3ccc(OC)cc3OC)c3ccc(C)cc32)cc1 | 17 | -4 | · | 0 | 0.1 | 0.9 | -4 | 8 | 1
COc1ccc(-n2c(=O)c3ccccc3n(CC(=O)NCc3ccco3)c2=O)cc1 | -6 | -22 | -2 | 0 | -0.1 | -0.1 | 1 | -13 | 1
CCN(CCn1cccn1)Cc1cn[nH]c1-c1cccc2ccccc12 | -1 | 0 | · | -8 | 0.4 | · | · | -7 | 1
COc1ccc(C2C(C(=O)c3cccs3)=C(O)C(=O)N2c2cccc(C)n2)cc1 (configuration not stated) | 2 | 7 | -2 | -6 | -1.0 | -2.3 | 14 | 7 | 0
Cc1ccc(CN2CCN(CC(=O)O)C2=O)cc1 | -5 | -1 | -8 | -4 | 0.0 | 0.2 | 1 | -1 | 1
COc1ccc(N2C(=O)C3C(C2=O)C(C(=O)c2ccc(Cl)cc2)N2CCCC32)cc1 (configuration not stated) | -5 | -14 | -13 | -8 | 7.3 | 7.5 | 7 | 12 | 16
Cc1nonc1C1CCCN1C(=O)c1cc(COc2ccc(F)cc2F)on1 (configuration not stated) | -2 | -9 | -6 | -2 | 0.1 | -0.5 | 10 | 6 | 5
CC(C)CNC(=O)COC(=O)c1cc(Cl)cc(Cl)c1N | 11 | -7 | 17 | -1 | -0.6 | 0.3 | 22 | -6 | 1
CCC(=O)NN1CCc2cc3ccc(C)cc3nc21 | 8 | -10 | -1 | -3 | 0.2 | -0.3 | 7 | 5 | 1
Oc1ccc(-c2cccc(-c3ccc(O)cc3)n2)cc1 | 5 | -3 | -1 | -1 | 1.3 | 0.0 | 6 | -7 | 8
Cc1occc1C(=O)Nc1cccc(C(=O)NCc2ccccc2)c1 | 1 | 8 | -8 | -16 | 0.0 | 0.3 | -4 | -40* | 6
COc1cccc(-c2nn(-c3ccccc3)cc2/C=C\C(=O)c2cccs2)c1 | 2 | -9 | 0 | 1 | -0.4 | 0.3 | 12 | -13 | 33*
O=c1cc(CSc2nnnn2-c2ccccc2)nc2sccn12 | 0 | -6 | 21 | -1 | -0.6 | 1.9 | 3 | -24 | 2
Cn1c(=O)c(C(=O)Nc2ccccn2)c(O)c2ccccc21 | -1 | -5 | 17 | -3 | 1.1 | 0.6 | 13 | -6 | 1
O=C(c1ncc[nH]1)c1ccccc1Cl | -1 | 3 | · | -4 | 0.4 | · | · | -9 | 4
Cc1ccc(C)c(N2C(=O)N(Cc3cc(=O)n4ccccc4n3)c3ccccc3S2(=O)=O)c1 | -2 | · | · | -2 | -0.1 | 0.2 | 0 | 7 | -2
COc1cccc(CN2CCNC(=O)C2CC(=O)N(C)CC2CCOCC2)c1 (configuration not stated) | 4 | 5 | -12 | 0 | 0.0 | 0.5 | 7 | -9 | 2
COC(=O)C1=C(C)N(Cc2ccccc2)C(=NCc2cccc(Cl)c2)N[C@H]1c1cccc(F)c1 | 14 | · | · | 0 | 4.0 | · | · | -4 | 32*
Cc1cccc(C)c1N1C(=O)C(Cl)=C(N2CCCC2)C1=O | 6 | 10 | 9 | -3 | 0.5 | -0.2 | -1 | 0 | 2
COc1ccccc1N1CCN(Cc2cccs2)CC1 | -2 | -15 | 83* | -8 | -0.3 | 18 | -19 | 3 | 0
CCCCN(C)CCCNC(=O)c1ccc2c(c1)NC(=O)C(N1CCOCC1)S2 (configuration not stated) | -2 | 1 | -9 | -6 | -2.3 | -0.2 | 5 | 14 | 1
COc1cccc(OC)c1NC(=O)C1CCCN1C(=O)Nc1cccc(Cl)c1 (configuration not stated) | -3 | -63* | 6 | · | 0.3 | 0.6 | 4 | -18 | 8
COc1cccc(CN(C(=O)c2cccs2)C2CCS(=O)(=O)C2)c1 (configuration not stated) | 0 | 2 | 3 | -7 | -0.1 | 0.3 | -9 | -5 | 1
NS(=O)(=O)c1ccc(Nc2c([N+](=O)[O-])cncc2[N+](=O)[O-])cc1 | -1 | 18 | 7 | -15 | 1.0 | 0.5 | -7 | -6 | -1
Cn1c(CN2CCCC2)nc2cc(NC(=O)c3cccs3)ccc21 | -1 | 3 | -1 | -1 | 0.4 | 2.9 | -6 | 2 | 2
O=C(Nc1ccccc1N1CCCCC1)c1cccc(Cl)c1 | -4 | -11 | -6 | 1 | 0.2 | 1.5 | 3 | 12 | 7
CC(Oc1ccc(Cl)cc1Cl)C(=O)NNC(=O)C(=O)N1CCCCC1 (configuration not stated) | 1 | 2 | 10 | -1 | 0.5 | 1.2 | -8 | -86* | 1
C=CCn1c(SCc2c(Cl)cccc2Cl)nnc1-c1cccnc1 | -8 | 4 | 6 | 0 | -0.7 | 0.1 | -4 | · | -2
CCN(c1cccc(C)c1)S(=O)(=O)c1ccc(OC)c([N+](=O)[O-])c1 | 3 | -1 | 3 | -3 | -1.2 | 0.0 | 3 | -20 | 13
CN1C(=O)C(CC(=O)Nc2ccc(F)cc2)N(NC(=O)c2cccc(F)c2)C1=S (configuration not stated) | 1 | 2 | -14 | -3 | 0.9 | 1.1 | 8 | -5 | 3
CCOC(=O)c1c(NC(C)=O)sc2c(OC)cccc12 | 4 | -1 | -11 | -1 | 1.2 | 0.6 | 13 | 13 | 6
CCN1C(=O)N/C(=C/c2ccc(C)o2)C1=O | -1 | -9 | 20 | -4 | 0.3 | 0.7 | 6 | 7 | 6
O=C(c1ccccc1)N1CCn2c(nc3ccccc32)C1 | -5 | -2 | 14 | -1 | 0.7 | 0.5 | -1 | 0 | 2
COc1ccc(-c2nc3ccc(C)cn3c2NCc2ccc3c(c2)OCO3)cc1 | 6 | 10 | 2 | -4 | 1.3 | -1.0 | 4 | -6 | 2

Record cards, as listed above:
COc1ccc(-c2nc3ccc(C)cn3c2NCc2ccc3c(c2)OCO3)cc1 is entered as TRHR PAM = 6; RXFP1 antag = 10; D2 antagonist = 2; D1 PAM = -4; TRHR agonist = 1.3; D2 agonist = -1.0; D2 PAM = 4; D1 antagonist = -6; D1 agonist = 2
CCOC(=O)c1c(NC(C)=O)sc2c(OC)cccc12 is entered as TRHR PAM = 4; RXFP1 antag = -1; D2 antagonist = -11; D1 PAM = -1; TRHR agonist = 1.2; D2 agonist = 0.6; D2 PAM = 13; D1 antagonist = 13; D1 agonist = 6

Following part:
SMILES | TRHR PAM | RXFP1 antag | D2 antagonist | D1 PAM | TRHR agonist | D2 agonist | D2 PAM | D1 antagonist | D1 agonist
COC(=O)C1CCN(CC(=O)Nc2cc(C)c3c(=O)oc4ccccc4c3n2)CC1 | -2 | · | · | -4 | 0.1 | 8.1 | -3 | 2 | 0
C=CCn1cc(Cl)cc(C(=O)Nc2ccccc2)c1=O | 0 | -8 | -7 | -3 | 0.6 | 1.1 | 1 | 8 | 1
O=C(OCC(=O)N1CCCCC1)c1n[nH]c(=O)c2ccccc12 | 3 | -2 | -9 | -2 | 0.0 | 0.1 | 11 | -1 | 2
CCCCn1c(N)c(N(CC)C(=O)C2COc3ccccc3O2)c(=O)[nH]c1=O (configuration not stated) | -1 | -16 | 8 | 2 | -0.5 | 1.6 | -22 | -10 | 1
CC(=O)N(C)c1ccc(NC(=O)c2ccccc2C(=O)O)cc1 | 0 | 2 | · | 1 | -0.5 | 0.4 | 4 | -14 | 2
COc1cc(OC)cc(C(=O)Nc2ccc3nc4n(c(=O)c3c2)CCCC4)c1 | 0 | 2 | -12 | -4 | 0.1 | -0.7 | -5 | 0 | 0
Cn1c(SCc2ccccc2)nc2c1c(=O)[nH]c(=O)n2C | -3 | -8 | 3 | -4 | 0.0 | 0.0 | 0 | -35* | 0
COc1ccccc1C(=O)NCCC(=O)Nc1ncccc1C | -10 | -5 | -9 | 4 | -0.2 | -0.9 | -1 | 5 | 0
CCOC(=O)N1CCN(C(=O)CN(c2cccc(OC)c2)S(C)(=O)=O)CC1 | 1 | -2 | -12 | -5 | 0.2 | -0.1 | -5 | 1 | 2
COC(=O)c1ccc(-c2nn(C)c(=O)c3ccccc23)cc1 | 4 | · | 6 | -4 | 0.1 | -1.4 | 5 | -3 | -3
C=CCC(O)c1c(-c2ccccc2)nn(C)c1Cl (configuration not stated) | -9 | -8 | · | -3 | -0.1 | · | · | -10 | -1
